NPY-Y2 PAM-ag: potentiates or activates human NPY-Y2 receptor; P49146; cells expressing NPY-Y2, potentiator/agonist read-out; activation, % at 3.6 µM; hit rate 0.45% among 220,000; in the data active = activation above about 27%;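 note: cells stimulated with NPY near EC25 plus isoproterenol at EC100; 0% = vehicle plus submaximal agonist and 100% = vehicle plus saturating agonist; some results beyond the cut were filed as inactive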
Target sequence (P49146 whole entry, looked up): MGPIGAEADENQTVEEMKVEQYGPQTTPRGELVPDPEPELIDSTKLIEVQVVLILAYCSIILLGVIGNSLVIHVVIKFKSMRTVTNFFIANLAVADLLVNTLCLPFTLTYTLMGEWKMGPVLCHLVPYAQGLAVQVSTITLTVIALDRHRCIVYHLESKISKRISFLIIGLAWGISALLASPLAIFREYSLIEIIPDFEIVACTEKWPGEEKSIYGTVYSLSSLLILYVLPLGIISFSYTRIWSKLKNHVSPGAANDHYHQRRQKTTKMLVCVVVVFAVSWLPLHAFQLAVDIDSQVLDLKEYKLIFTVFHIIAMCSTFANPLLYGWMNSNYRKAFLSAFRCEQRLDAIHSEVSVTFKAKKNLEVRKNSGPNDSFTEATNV
p97 ATPase inh: human p97 ATPase inhibition; P55072; recombinant p97 ATPase, Kinase-Glo ATP luminescence, 3 h; inhibition, % at 8 µM; hit rate 0.42% among 220,000; in the data active = inhibition above about 15%;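 note: 0% = DMSO vehicle and 100% = wells lacking enzyme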
EP2 modulator: modulates human prostaglandin E2 receptor EP2 signaling. EP2-expressing cells, cAMP HTRF FRET, PGE2 co-stimulation. induction, % at 25 µM. hit rate 0.83% among 260,000;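 active = compounds whose cAMP rise, as percent of the full-agonist control response, exceeds 60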;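 note: rat C6 glioma line stably carrying human EP2 under a CMV promoter; the protocol text gives 20 µM as final concentration; 100% = response of wells given 1 µM PGE2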
PGE2 EP2 inh: inhibitors of human EP2 prostaglandin E2 receptor. P43116. C6 glioma cells expressing human EP2, cAMP TR-FRET; cells stimulated with saturating PGE2. inhibition, % at 25 µM. hit rate 0.52% among 260,000. AID 1422;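 active = percent inhibition above 40 after rounding to a whole number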;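 note: rat C6 glioma host cells with rolipram phosphodiesterase inhibitor present; the protocol text gives 20 µM as final concentration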
NPY1 pot ag: potentiates or activates human NPY-Y1 receptor. P25929. NPY-Y1 expressing cells, potentiator/agonist activation. activation, % at 3.6 µM. hit rate 0.37% among 220,000; in the data active = activation above about 33%, passing the limit was not always enough;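 note: cells stimulated with NPY at EC10 then isoproterenol at EC100; 0% = low agonist plus stimulus and 100% = saturating agonist plus stimulus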
Target sequence (P25929 whole entry, looked up): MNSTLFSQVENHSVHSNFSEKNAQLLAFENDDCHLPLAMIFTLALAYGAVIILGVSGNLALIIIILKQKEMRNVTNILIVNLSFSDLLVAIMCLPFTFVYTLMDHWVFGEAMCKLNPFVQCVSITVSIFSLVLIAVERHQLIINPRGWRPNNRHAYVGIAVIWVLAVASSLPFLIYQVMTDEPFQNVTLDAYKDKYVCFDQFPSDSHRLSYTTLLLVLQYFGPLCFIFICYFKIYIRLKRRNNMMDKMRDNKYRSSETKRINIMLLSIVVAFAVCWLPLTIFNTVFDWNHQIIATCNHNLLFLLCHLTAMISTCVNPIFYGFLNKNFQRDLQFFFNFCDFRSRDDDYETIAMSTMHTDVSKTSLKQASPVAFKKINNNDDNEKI
NPY Y1 blocker: NPY-Y1 (human) receptor antagonism; HEK293-CNG Y1 cells, membrane potential fluorescence; NPY at EC95, then isoproterenol; P25929; inhibition, % at 3.6 µM; AID 1040; hit rate 1% among 200,000;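 active = inhibition above the campaign mean inhibition of all tested compounds plus 3 SD, cut at about 20% in these data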;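 note: 0% = DMSO wells given NPY plus isoproterenol and 100% = isoproterenol alone without NPY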
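material = HEK293 cells with Y1 receptor plus CNG channel | also added = NPY 25 nM then isoproterenol 1 µM plus Ro 20-1724 25 µM | schedule = dye 3 h, compound 60 min room temperature, stimulation 45 min | measured by = membrane potential fluorescence | benchmarks = high control isoproterenol alone, low control NPY with isoproterenol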
S1P4 antagonist: human S1P4 receptor antagonism; S1P4-expressing cells, antagonist mode, reporter read-out; inhibition, % at 4.98 µM; O95977; hit rate 0.26% among 220,000; in the data active = inhibition above about 29%;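 note: 0% = wells stimulated with agonist and 100% = vehicle wells without agonist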
eIF4E 4G PPI: eIF4E/eIF4G interaction inhibition in translation initiation. P63073+Q04637. TR-FRET eIF4E-eIF4GI(517-606) binding, 2 h. inhibition, % at 21.7 µM. hit rate 0.37% among 220,000. AID 782;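 active = inhibition above about 30%, limit read from the data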;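 note: 0% = full FRET control wells and 100% = background wells lacking eIF4GI fragment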
S1P4 ag: agonists of human S1P4 receptor | S1P4-expressing cell line, agonist reporter assay | activation, % at 4.98 µM | hit rate 0.35% among 220,000 | AID 1509; in the data active = activation above about 11%;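 note: 0% = DMSO vehicle and 100% = reference agonist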
The depositor's hits bear a star; [ ] = another dose, or the depositor's remark. This is a subset (hit frequency here may not be typical).

What do the screens show for `Cc1cc(C)n(C(CC(=O)O)C(=O)O)n1` (stereo not given)?
NPY-Y2 PAM-ag: 22.2; p97 ATPase inh: 5.0; EP2 modulator: 28.7; PGE2 EP2 inh: 11.8; NPY1 pot ag: -1.3; NPY Y1 blocker: -0.3; S1P4 antagonist: -8.9; eIF4E 4G PPI: 3.6[fluorescence artefact?]; S1P4 ag: -0.6

Results for O=C(O)c1ccccc1C(=O)OCCCCOC(=O)c1ccccc1C(=O)O ?
NPY-Y2 PAM-ag: 3.1; p97 ATPase inh: 0.2; EP2 modulator: 24.7; PGE2 EP2 inh: 1.4; NPY1 pot ag: 12.9; NPY Y1 blocker: 1.1; S1P4 antagonist: -24.2; eIF4E 4G PPI: 1.5; S1P4 ag: -0.1

Results for CC(=O)Nc1ccc(NC(=O)c2ccccc2S(=O)(=O)c2ccccc2[N+](=O)[O-])cc1 ?
NPY-Y2 PAM-ag: -8.7; p97 ATPase inh: -2.8; EP2 modulator: 14.4; PGE2 EP2 inh: 7.8; NPY1 pot ag: -15.0; NPY Y1 blocker: 5.2; S1P4 antagonist: -13.3; eIF4E 4G PPI: -2.5[fluorescence artefact?]; S1P4 ag: -1.4

How did Cc1ccc(OCC(=O)NCC2CCCO2)c(C)c1 (stereo not given) do in these assays?
NPY-Y2 PAM-ag: -5.5; p97 ATPase inh: 1.6; EP2 modulator: 36.0; PGE2 EP2 inh: 7.8; NPY1 pot ag: -2.5; NPY Y1 blocker: -2.4; S1P4 antagonist: -6.9; eIF4E 4G PPI: 4.6; S1P4 ag: -0.8

Results for Cc1ccc(OC(=O)C(C)c2cccc(C(=O)c3ccccc3)c2)cc1 (stereo not given) ?
NPY-Y2 PAM-ag: -24.3; p97 ATPase inh: -2.3; EP2 modulator: -11.2; NPY1 pot ag: -34.0; NPY Y1 blocker: 6.5; S1P4 antagonist: 18.6; eIF4E 4G PPI: -0.5; S1P4 ag: 0.8

How did O=C(CSCCO)Nc1ccc(C2CCCCC2)cc1 do in these assays?
NPY-Y2 PAM-ag: 11.5; p97 ATPase inh: 1.2; EP2 modulator: -15.8; PGE2 EP2 inh: 0.6; NPY1 pot ag: 21.5; NPY Y1 blocker: -5.7; S1P4 antagonist: -19.3; eIF4E 4G PPI: 5.7; S1P4 ag: 0.7

What do the screens show for `COc1cc(OC)c(C(=O)NCC(c2cccs2)N(C)C)cc1OC` (stereo not given)?
NPY-Y2 PAM-ag: -16.6; p97 ATPase inh: -3.6; EP2 modulator: 1.0; PGE2 EP2 inh: 4.5; NPY1 pot ag: -2.0; NPY Y1 blocker: 1.9; S1P4 antagonist: -9.3; eIF4E 4G PPI: -1.9; S1P4 ag: 0.4

How did O=C(Nc1ccc(F)cc1F)c1cccnc1 do in these assays?
NPY-Y2 PAM-ag: 10.9; p97 ATPase inh: 4.9; EP2 modulator: 0.0; PGE2 EP2 inh: 11.9; NPY1 pot ag: 24.2; NPY Y1 blocker: -5.8; S1P4 antagonist: -4.9; eIF4E 4G PPI: -10.4; S1P4 ag: 0.1

How did CCCCSc1ccc(NC(=O)c2cccnc2)cc1 do in these assays?
NPY-Y2 PAM-ag: -5.8; p97 ATPase inh: -6.3; EP2 modulator: 6.1; PGE2 EP2 inh: 2.3; NPY1 pot ag: -12.7; NPY Y1 blocker: 1.3; S1P4 antagonist: -16.5; eIF4E 4G PPI: -0.9; S1P4 ag: 1.4

Results for OC(c1cccs1)(c1cccs1)C1C[N+]2(CF)CCC1CC2 (stereo not given) ?
NPY-Y2 PAM-ag: 0.8; p97 ATPase inh: 2.0; EP2 modulator: 21.7; PGE2 EP2 inh: 13.6; NPY1 pot ag: -7.4; NPY Y1 blocker: -2.4; S1P4 antagonist: -19.4; eIF4E 4G PPI: 7.0; S1P4 ag: 1.7

Results for COc1cc(C2SC(C)C(=O)N2CCc2ccccc2)cc(OC)c1OC (stereo not given) ?
NPY-Y2 PAM-ag: -19.1; p97 ATPase inh: -5.1; EP2 modulator: -6.8; PGE2 EP2 inh: 6.3; NPY1 pot ag: -4.8; NPY Y1 blocker: -3.2; S1P4 antagonist: 7.7; eIF4E 4G PPI: -2.8; S1P4 ag: -0.8

How did CCC(C)NCCOCCOc1ccc(Br)cc1 (stereo not given) do in these assays?
NPY-Y2 PAM-ag: -5.0; p97 ATPase inh: 1.1; EP2 modulator: -4.5; PGE2 EP2 inh: 6.4; NPY1 pot ag: -9.0; NPY Y1 blocker: 5.6; S1P4 antagonist: -19.1; eIF4E 4G PPI: 1.3; S1P4 ag: 1.4

Results for C/C(=N\NC(=O)C1CC1)c1ccc(Cl)cc1 ?
NPY-Y2 PAM-ag: 5.0; p97 ATPase inh: -5.3; EP2 modulator: 11.0; PGE2 EP2 inh: 7.3; NPY1 pot ag: 2.2; NPY Y1 blocker: 0.5; S1P4 antagonist: -15.5; eIF4E 4G PPI: 7.1[fluorescence artefact?]; S1P4 ag: 1.6

What do the screens show for `CCN1CCN(C(=O)c2ccc3c(=O)n(Cc4ccccc4OC)c(=S)[nH]c3c2)CC1`?
NPY-Y2 PAM-ag: -3.0; p97 ATPase inh: 2.2; EP2 modulator: 11.3; PGE2 EP2 inh: 9.9; NPY1 pot ag: -16.7; NPY Y1 blocker: 5.9; S1P4 antagonist: 7.7; eIF4E 4G PPI: -10.8; S1P4 ag: -0.8

What do the screens show for `COc1ccccc1N1CCN(S(=O)(=O)c2c(C)ccc3nsnc23)CC1`?
NPY-Y2 PAM-ag: -11.9; p97 ATPase inh: -1.8; EP2 modulator: -6.1; PGE2 EP2 inh: 5.9; NPY1 pot ag: -36.9; NPY Y1 blocker: 7.5; S1P4 antagonist: -0.3; eIF4E 4G PPI: -1.0[fluorescence artefact?]; S1P4 ag: -2.1

How did CC1(C)Cc2nc3nc(SCC(=O)Nc4ccccc4)nc(N)c3cc2CO1 do in these assays?
NPY-Y2 PAM-ag: 6.1; p97 ATPase inh: 1.8; EP2 modulator: 70.8*; PGE2 EP2 inh: 6.4; NPY1 pot ag: -10.1; NPY Y1 blocker: -3.2; S1P4 antagonist: -9.5; eIF4E 4G PPI: 3.0; S1P4 ag: -2.3

What do the screens show for `CC(C)OP(=O)(OC(C)C)C(NC(=O)c1ccccc1Br)C(N)=O` (stereo not given)?
NPY-Y2 PAM-ag: -8.1; p97 ATPase inh: 0.2; EP2 modulator: -10.9; PGE2 EP2 inh: 6.8; NPY1 pot ag: -14.4; S1P4 antagonist: -0.9; eIF4E 4G PPI: -3.5; S1P4 ag: 0.5

Results for NC(=O)c1ccccc1-c1nc(-c2ccccc2)no1 ?
NPY-Y2 PAM-ag: 22.1; p97 ATPase inh: 3.0; EP2 modulator: 14.0; PGE2 EP2 inh: 2.2; NPY1 pot ag: 1.6; NPY Y1 blocker: 1.8; S1P4 antagonist: -15.0; eIF4E 4G PPI: 3.2[fluorescence artefact?]; S1P4 ag: 1.1

What do the screens show for `CC(C)Cn1c2c(c(O)c(C(=O)Nn3c(Cc4ccccc4)nc4ccccc4c3=O)c1=O)CCCC2`?
NPY-Y2 PAM-ag: 9.2; p97 ATPase inh: 2.3; EP2 modulator: 45.5; PGE2 EP2 inh: 6.0; NPY1 pot ag: -6.5; NPY Y1 blocker: 10.4; S1P4 antagonist: 9.9; eIF4E 4G PPI: -0.2; S1P4 ag: 0.3

Results for Cc1cccc(N2C(=O)C(O)=C(C(=O)c3cccs3)C2c2cccc(Oc3ccccc3)c2)n1 (stereo not given) ?
NPY-Y2 PAM-ag: -25.9; p97 ATPase inh: 0.4; EP2 modulator: 24.3; PGE2 EP2 inh: 12.2; NPY1 pot ag: 4.8; S1P4 antagonist: -12.0; eIF4E 4G PPI: 3.2; S1P4 ag: 2.4

Results for Cc1[nH]n(-c2ccccc2)c(=O)c1C=Nc1cccc2cccnc12 ?
NPY-Y2 PAM-ag: 8.8; p97 ATPase inh: 4.0; EP2 modulator: 2.1; PGE2 EP2 inh: 7.8; NPY1 pot ag: -18.2; NPY Y1 blocker: 2.3; S1P4 antagonist: -7.6; eIF4E 4G PPI: 3.9; S1P4 ag: -1.1

How did Cc1cc(=O)oc2cc(OCC(=O)OCC(=O)Nc3ccccc3Br)ccc12 do in these assays?
NPY-Y2 PAM-ag: -14.2; p97 ATPase inh: 6.5; EP2 modulator: -4.4; PGE2 EP2 inh: 33.9; NPY1 pot ag: -2.3; S1P4 antagonist: 3.8; eIF4E 4G PPI: 5.6; S1P4 ag: -0.8

Results for COc1oc(-c2ccc(Cl)cc2)nc1C(F)(F)F ?
NPY-Y2 PAM-ag: 2.4; p97 ATPase inh: 0.6; EP2 modulator: 45.7; PGE2 EP2 inh: 6.2; NPY1 pot ag: 1.5; NPY Y1 blocker: -0.6; S1P4 antagonist: 13.2; eIF4E 4G PPI: 3.5; S1P4 ag: -0.1

Results for C/C(=N\Nc1nc2ccccc2s1)c1ccc(Br)s1 ?
NPY-Y2 PAM-ag: 10.7; p97 ATPase inh: 1.3; EP2 modulator: -15.1; PGE2 EP2 inh: 1.1; NPY1 pot ag: 25.8; NPY Y1 blocker: 30.7*; S1P4 antagonist: -2.6; eIF4E 4G PPI: -0.8; S1P4 ag: 3.0

What do the screens show for `COc1ccc(C)cc1-n1nnnc1SCc1nc2ccccc2s1`?
NPY-Y2 PAM-ag: -14.1; p97 ATPase inh: -9.0; EP2 modulator: -2.4; NPY1 pot ag: -23.3; NPY Y1 blocker: 11.1; S1P4 antagonist: -0.7; eIF4E 4G PPI: 5.3[fluorescence artefact?]; S1P4 ag: 0.6

Results for O=C(CCl)N1CCN2C(=O)c3ccccc3C12c1ccc(Cl)cc1 (stereo not given) ?
NPY-Y2 PAM-ag: 6.1; p97 ATPase inh: 5.5; EP2 modulator: 6.3; PGE2 EP2 inh: 9.5; NPY1 pot ag: 1.2; NPY Y1 blocker: -5.3; S1P4 antagonist: 11.8; eIF4E 4G PPI: -1.6; S1P4 ag: -0.9

How did CN(C)C(CNC(=O)/C=C/c1cccc(Cl)c1)c1ccccc1 (stereo not given) do in these assays?
NPY-Y2 PAM-ag: 3.0; p97 ATPase inh: 1.4; EP2 modulator: -39.3; PGE2 EP2 inh: 3.4; NPY1 pot ag: 20.7; NPY Y1 blocker: -3.9; S1P4 antagonist: -10.4; eIF4E 4G PPI: -0.1; S1P4 ag: 0.6

Results for O=C(NCc1cccs1)C(=O)NCC1OCCCN1S(=O)(=O)c1ccc(F)cc1 (stereo not given) ?
NPY-Y2 PAM-ag: 3.2; p97 ATPase inh: 0.7; EP2 modulator: -8.8; PGE2 EP2 inh: 6.6; NPY1 pot ag: 2.0; NPY Y1 blocker: -8.2; S1P4 antagonist: -10.2; eIF4E 4G PPI: 11.6; S1P4 ag: 1.0

How did NS(=O)(=O)c1ccc(O)c(NC(=O)c2ccc([N+](=O)[O-])cc2)c1 do in these assays?
NPY-Y2 PAM-ag: 7.2; p97 ATPase inh: 0.6; EP2 modulator: 30.9; PGE2 EP2 inh: 7.7; NPY1 pot ag: 3.2; NPY Y1 blocker: -3.4; S1P4 antagonist: -7.3; eIF4E 4G PPI: 3.9; S1P4 ag: 1.8

Screening data deposited in PubChem BioAssay by several laboratories.
